# AddAB inh: less growth of phage-infected E. coli with AddAB; E. coli expressing H. pylori AddAB, absorbance growth; inhibition, % at 11.9 µM; 330,000 tested, 0.29% active; in the data active = inhibition above about 12%;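 note: 0% = vehicle wells of infected cells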
# SUMO Mot1 rescue: blocks SUMOylation pathway, rescuing yeast Mot1-301 growth; S. cerevisiae Mot1-301 growth rescue, ATP luminescence, 38.5C; percent above DMSO median, 100 means doubled; growth rescue, % at 18.8 µM; 320,000 tested, 1% active;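 active = every valid replicate shows activation above 250% relative to neutral control wells; inactive = the rest, any valid replicate at or below 250%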;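 note: OY570 slx delta 5 strain wells were the positive control but not used for scaling; some compounds called inactive have numbers as strong as hits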
# Ecoli viability: counter-screen for AddAB inhibitors: E. coli growth inhibition; E. coli V3065 growth, OD600 absorbance, 18 h; inhibition, % at 11.9 µM; 330,000 tested, 0.27% active;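 active = inhibition above the campaign's mean inhibition across all tested compounds plus 3 SD, cut at about 9.9% in these data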;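 note: uninfected addAB+ strain grown without phage in ampicillin broth; 0% = DMSO wells and 100% = ciprofloxacin 0.95 µg/ml wells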
# phage Ecoli inh: E. coli growth loss with phage present; growth absorbance; inhibition, % at 11.9 µM; 360,000 tested, 0.26% active; in the data active = inhibition above about 11%
# The depositor's hits bear a star; i = inactive.
# Every second line gives: AddAB inh | SUMO Mot1 rescue | Ecoli viability | phage Ecoli inh
Cn1c(N)c(C(=O)COC(=O)/C=C/c2ccc(Cl)cc2Cl)c(=O)n(C)c1=O
→ -0.1 | -17.2 | 1.3 | 1.9
COc1ccc(N2CCN(C(=O)Cn3nnc(-c4ccc(N(C)C)cc4)n3)CC2)cc1
→ 1.6 | -2.8 | -0.1 | 1.8
CC(C)C[C@H](NC(=O)c1nc[nH]c1C(=O)N[C@@H](CC(C)C)C(=O)OC(C)(C)C)C(=O)OCc1ccccc1
→ 3.6 | 7.9 | 1.2 | 0.2
COc1ccc([C@H]2C=C3CN(C(=O)OC(C)(C)C)S(=O)(=O)[C@H]3C[C@H]2OC(=O)c2cccs2)cc1
→ 2.4 | -5.4 | -0.7 | 1.7
CC(=O)/C=C/n1c(=S)oc2ccccc21
→ 6.4 | 420.5* | 0.8 | 4.1
COc1ccc(C2NC(=O)N(CCCC(=O)O)C(C)=C2C(=O)OCc2ccccc2)cc1 (stereo unspecified)
→ 0.0 | 38.8 | -1.4 | 2.0
Cc1sc2cc3c(c(C(=O)c4ccccc4)[n+]2c1C)-c1cccc2cccc-3c12
→ 6.2 | -19.8 | -0.3 | 3.0
O=C(O)CSc1c2c(nc3cc(C(=O)NCCN4CCOCC4)ccc13)CCC2
→ 0.4 | 0.1 | -0.7 | 3.7
FC(F)(F)c1ccccc1NC(=S)NN=C1CCCCCC1
→ 1.0 | -3.4 | 3.2 | 7.3
CC1=C(C(=O)OCc2ccccc2)C(c2ccccc2OS(=O)(=O)c2ccccc2[N+](=O)[O-])NC(=O)N1CCCC(=O)O (stereo unspecified)
→ 0.4 | -4.2 | 2.1 | 2.7
COC(=O)c1ccc(C23CC4(C2)[C@H](CN(Cc2ccc(-c5ccccc5)cc2)[C@@H]4c2ccccc2)C3c2ccc(Cl)nc2)cc1 (stereo partly specified)
→ 3.7 | -16.8 | 0.9 | 3.3
Cc1ccc2c(c1)-c1ncc(C(=O)c3cc(Br)ccc3O)cc1CO2
→ 3.2 | -4.2 | -0.7 | 1.9
C#CCOCCOCCOCCNc1nc(N2CCN(C(=O)[C@H](CCC(=O)O)n3cc(C(N)CO)nn3)CC2)nc(N2CCN(C(=O)[C@H](Cc3ccc(O)cc3)n3cc(C(N)[C@H](C)CC)nn3)CC2)n1 (stereo partly specified)
→ 2.3 | 4.3 | 0.9 | 1.0
Nc1c(Cl)ncnc1N/N=C/c1ccccn1
→ 2.2 | 11.1 | -2.1 | 30.2*
CC(C)CC1NC(=O)c2ccccc2-n2c1nc1cc(F)ccc1c2=O (stereo unspecified)
→ 0.3 | 4.4 | -0.2 | 1.6
COc1ccc(-n2cc(CNCCc3cscn3)c(-c3ccccc3Cl)n2)cc1
→ 1.2 | 8.3 | 3.0 | 2.8
CCN(CC)CCn1c(=S)[nH]c2cc(C(=O)N3CC=C(c4ccccc4)CC3)ccc2c1=O
→ -0.3 | -14.4 | -3.1 | 0.2
O=C1c2ccccc2S(=O)(=O)c2cc(N3CCC4(CC3)OCCO4)ccc21
→ 0.4 | 89.7 | -1.0 | 2.1
CCc1cc(C(=O)NC2CCCc3c2cnn3-c2cccc(C)c2C)n(C)n1 (stereo unspecified)
→ 0.9 | 8.7 | -0.6 | 0.3
CCOc1ccc2[nH]c3c(N4CCC5(CC4)OCCO5)ncnc3c2c1
→ 0.2 | -1.0 | -1.2 | 1.3

# Exported with tabs: 5 of the compounds above
SMILES	AddAB inh	SUMO Mot1 rescue	Ecoli viability	phage Ecoli inh
COc1ccc(N2CCN(C(=O)Cn3nnc(-c4ccc(N(C)C)cc4)n3)CC2)cc1	1.6	-2.8	-0.1	1.8
CC(C)C[C@H](NC(=O)c1nc[nH]c1C(=O)N[C@@H](CC(C)C)C(=O)OC(C)(C)C)C(=O)OCc1ccccc1	3.6	7.9	1.2	0.2
COc1ccc([C@H]2C=C3CN(C(=O)OC(C)(C)C)S(=O)(=O)[C@H]3C[C@H]2OC(=O)c2cccs2)cc1	2.4	-5.4	-0.7	1.7
CC(=O)/C=C/n1c(=S)oc2ccccc21	6.4	420.5*	0.8	4.1
COc1ccc(C2NC(=O)N(CCCC(=O)O)C(C)=C2C(=O)OCc2ccccc2)cc1 (stereo unspecified)	0.0	38.8	-1.4	2.0

# The list continues.
# Every second line gives: AddAB inh | SUMO Mot1 rescue | Ecoli viability | phage Ecoli inh
COc1cc(/C=C2\SC(=Nc3ccc(O)cc3)NC2=O)cc(OC)c1OC
→ 0.7 | 3.0 | -0.1 | 2.5
CCCCn1c(-c2csc3c2CCCC3)n[nH]c1=S
→ 1.4 | 12.1 | -1.2 | 0.1
Cc1ccc(C)c(-n2nnnc2SCC(=O)c2c(N)n(C)c(=O)n(C)c2=O)c1
→ 1.7 | 24.9 | -0.1 | 1.6
Cc1occc1C(=O)n1nnc2ccccc21
→ 0.0 | -45.7 | 1.7 | 3.8
O=C(NCc1ccc(F)cc1)c1cc2sccc2n1Cc1ccc(F)cc1
→ -0.3 | 129.1 | -2.0 | -0.9
COc1ccc(S(=O)(=O)NC(N)=NCCc2ccc(OC)c(OC)c2)cc1
→ -0.6 | -12.2 | -0.3 | 1.9
Cc1ccc2c(c1)-n1c(nc3ccccc3c1=O)C(Cc1ccc(O)cc1)NC2=O (stereo unspecified)
→ 0.9 | 2.8 | 1.2 | 0.4
Cc1nc(N/N=C/c2ccccn2)sc1C
→ 20.1* | -3.9 | 17.9* | 16.3*
C=CCN1C(=O)N/C(=C/c2ccc(N3CCOCC3)o2)C1=O
→ -0.6 | 29.7 | -0.9 | 2.2
O=C(CCNC(=O)c1ccco1)Nc1nc(-c2ccccc2)cs1
→ 4.9 | -14.9 | 3.0 | 7.7
O=C(/C=C/c1cccc(Br)c1)Nc1nn[nH]n1
→ 1.1 | -14.0 | 0.1 | 1.6
COc1ccc(/C=N/NC(=O)c2ccncc2)cc1COc1ccc(NC(C)=O)cc1
→ -0.9 | 8.4 | 0.3 | 0.7
CCOc1cc(NC(=O)c2cccs2)c(OCC)cc1NC(=O)CCC(=O)NCc1ccccn1
→ 1.6 | -1.8 | -0.9 | -0.8
CCNc1nc(=S)nc(NCc2ccccc2)[nH]1
→ -0.2 | 11.3 | -1.4 | 2.3
CCCC(=O)NCc1ccncc1
→ -0.1 | -32.5 | -1.0 | 4.7
Cc1cc(NC(=O)CN2CCOCC2)n(-c2nc3ccccc3s2)n1
→ 1.0 | i | 0.1 | 0.9
OC[C@H]1O[C@@H]2O[C@H]3[C@H](O)[C@@H](O)[C@@H](O[C@H]4[C@H](O)[C@@H](O)[C@@H](O[C@H]5[C@H](O)[C@@H](O)[C@@H](O[C@H]6[C@H](O)[C@@H](O)[C@@H](O[C@H]7[C@H](O)[C@@H](O)[C@@H](O[C@H]1[C@H](O)[C@H]2O)O[C@@H]7CO)O[C@@H]6CO)O[C@@H]5CO)O[C@@H]4CO)O[C@@H]3CO
→ 1.3 | -0.2 | 0.5 | 6.4
CCOc1ccc(NC(=O)CC)cc1
→ -1.6 | 9.0 | 1.1 | 5.3
CCOC(=O)N1CCC(N(CCN(C)C)C(=S)Nc2ccc(OCC)cc2)CC1
→ 0.9 | 24.6 | -0.4 | 0.7
O=C(NC1CC1)c1ccc2c(c1)S(=O)(=O)c1cc(Cl)ccc1C2=O
→ -1.3 | 9.5 | -2.1 | 1.1

# An excerpt from above in order of their number in AddAB inh, smallest number first:
compound | AddAB inh
FC(F)(F)c1ccccc1NC(=S)NN=C1CCCCCC1 | 1.0
Nc1c(Cl)ncnc1N/N=C/c1ccccn1 | 2.2
CC(=O)/C=C/n1c(=S)oc2ccccc21 | 6.4

# 3 entries from above, with each value named:
Cc1occc1C(=O)n1nnc2ccccc21
  AddAB inh: 0.0
  SUMO Mot1 rescue: -45.7
  Ecoli viability: 1.7
  phage Ecoli inh: 3.8

Cc1cc(NC(=O)CN2CCOCC2)n(-c2nc3ccccc3s2)n1
  AddAB inh: 1.0
  SUMO Mot1 rescue: i
  Ecoli viability: 0.1
  phage Ecoli inh: 0.9

COc1cc(/C=C2\SC(=Nc3ccc(O)cc3)NC2=O)cc(OC)c1OC
  AddAB inh: 0.7
  SUMO Mot1 rescue: 3.0
  Ecoli viability: -0.1
  phage Ecoli inh: 2.5

# The results go on:
# Every second line gives: AddAB inh | SUMO Mot1 rescue | Ecoli viability | phage Ecoli inh
CCCOc1ccc(/C(O)=C2/C(=O)C(=O)N(CCOC)C2c2cccnc2)cc1 (stereo unspecified)
→ 0.5 | -11.0 | -2.6 | 3.4
O=C1NC(Cc2ccccc2)c2nc3ccc(Br)cc3c(=O)n2-c2cc(Cl)ccc21 (stereo unspecified)
→ 1.9 | -21.6 | 0.7 | -0.5
Cc1ccc(Cn2nc(C)c(NC(=O)c3cc(-c4ccc5c(c4)OCO5)on3)c2C)cc1
→ 1.2 | 19.1 | -0.6 | 3.9
Cc1cccc(OCC(=O)N=Nc2c(O)[nH]c3ccc([N+](=O)[O-])cc23)c1
→ -3.4 | -9.8 | 0.1 | 1.2

# Some of the compounds tested; count on the stated rates, not on these rows.
